TRHR PAM – allosterically enhances the human TRH receptor; P34981; TRHR cells, fluo-8 calcium fluorescence, EC20 TRH enhancement; enhancement, % at 2 µM; 360,000 compounds, 0.66% hits; AID 493056; in the data active = enhancement above about 30%; also: 0% is about no effect
Target sequence (P34981 whole entry, looked up): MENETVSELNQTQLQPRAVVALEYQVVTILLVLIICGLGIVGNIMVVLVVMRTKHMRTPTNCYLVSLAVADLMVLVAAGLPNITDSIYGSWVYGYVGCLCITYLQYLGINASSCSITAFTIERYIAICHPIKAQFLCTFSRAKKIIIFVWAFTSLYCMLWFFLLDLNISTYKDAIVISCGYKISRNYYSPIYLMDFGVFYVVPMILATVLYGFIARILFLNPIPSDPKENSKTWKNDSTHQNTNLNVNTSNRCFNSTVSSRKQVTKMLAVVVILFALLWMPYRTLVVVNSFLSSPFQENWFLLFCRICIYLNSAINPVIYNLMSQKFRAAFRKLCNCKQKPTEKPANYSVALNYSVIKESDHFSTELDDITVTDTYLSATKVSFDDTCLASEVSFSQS
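TRHR-expressing cells loaded with fluo-8 calcium dye were read kinetically (ex 480/em 530) during compound addition, then stimulated with an EC20 of TRH (10 nM final). Enhancement of the Gq-mediated intracellular calcium response was scored.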
D2 antagonist – D2 dopamine receptor (human) antagonism. P14416. HEK293 TREx D2 cells, calcium flux, dopamine EC80. 340,000 compounds, 2% hits. inhibition, % at 10 µM; in the data active = inhibition above about 30%; also: 0% is about no effect
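Calcium mobilization kinetics were recorded at 1 s intervals in tetracycline-induced HEK293 T-REx D2 cells, first for 180 s after compound addition and then 180 s after EC80 dopamine.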
D2 PAM – D2 dopamine receptor (human) potentiation | HEK293 T-REx D2, calcium flux, EC20 dopamine potentiation | potentiation, % at 10 µM | 340,000 compounds, 0.34% hits;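 active = potentiation over 3 SD above the plate norm, cut at about 30% in these data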; also: 0% is about no effect
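Tetracycline-induced HEK293 T-REx cells force-coupled to calcium signalling expressed D2; compounds were pin-added after a 10 s baseline, read kinetically 180 s, then an EC20 dopamine challenge followed with a further 180 s calcium read.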
RXFP1 antagonist – antagonists of human relaxin receptor RXFP1; Q9HBX9; HEK293-RXFP1, relaxin-stimulated cAMP HTRF, 30 min; stronger effect = lower value; activity change, negative = inhibition, % at 57.5 µM; 350,000 compounds, 0.59% hits; AID 1259400;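 active = activity change of -60% or lower, but not beyond a set lower limit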; also: % is scaled to controls: 0 for no effect and ±100 for the full control effect
D2 ag – agonists of human D2 dopamine receptor. AID 485358. HEK293 T-REx D2 cells, calcium flux agonist mode. P14416. 340,000 compounds, 0.53% hits. activation, % at 2 µM;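 active = activation over 3 SD above normal in the single-dose calcium agonist read, cut at about 30% in these data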; also: 0% is about no effect
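Calcium-flux readout, 1 cycle/sec over 180 s following compound pin transfer, in inducible HEK293 Trex D2 cells (force-coupled); dopamine controls included. Positive calcium responses during this window marked compounds as potential agonists.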
D1 agonist – human D1 receptor agonism; P21728; HEK293 T-REx D1 cells, calcium flux, agonist mode; activation, % at 2 µM; 360,000 compounds, 1% hits; also: 0% is about no effect
Target sequence (P21728 whole entry, looked up): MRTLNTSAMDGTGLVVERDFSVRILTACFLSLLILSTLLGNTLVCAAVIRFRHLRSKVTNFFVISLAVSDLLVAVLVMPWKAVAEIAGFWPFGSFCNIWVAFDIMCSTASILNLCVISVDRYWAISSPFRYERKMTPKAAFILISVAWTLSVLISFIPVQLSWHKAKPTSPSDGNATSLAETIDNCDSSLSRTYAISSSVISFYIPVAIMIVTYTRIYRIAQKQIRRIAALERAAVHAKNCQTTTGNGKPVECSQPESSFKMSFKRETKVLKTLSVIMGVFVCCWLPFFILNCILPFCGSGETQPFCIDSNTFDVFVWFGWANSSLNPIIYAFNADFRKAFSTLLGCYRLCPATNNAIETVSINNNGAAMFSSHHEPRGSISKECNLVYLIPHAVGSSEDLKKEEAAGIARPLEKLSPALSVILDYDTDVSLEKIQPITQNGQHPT
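Tetracycline-induced HEK293 TREx D1 cells, force-coupled to calcium signalling, were dye-loaded with a no-wash calcium kit. Compound was pin-added after a 10 s baseline. Fluorescence was read kinetically at 1 cycle/s for 180 s, with calcium rises flagged as agonism.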
D1 PAM – human D1 dopamine receptor positive modulation | P21728 | HEK293 TREx D1 cells, calcium flux, dopamine EC20 potentiation | potentiation, % at 10 µM | 360,000 compounds, 0.036% hits; in the data active = potentiation above about 30%; also: 0% is about no effect
D1 antag – human D1 dopamine receptor antagonism; activity change, negative = inhibition, % at 10 µM; HEK293 TREx D1 cells, calcium flux, dopamine EC80; stronger effect = lower value; 360,000 compounds, 3.2% hits; in the data active = activity change below about -30%; also: % is scaled to controls: 0 for no effect and ±100 for the full control effect
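Compound effects on dopamine-evoked calcium signalling were measured in tetracycline-induced HEK293 Trex D1 cells. Dopamine at EC80 followed a 180 s compound pre-read, and fluorescence was tracked kinetically for 180 s more.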
TRHR agonist – activates the human TRH receptor; P34981; TRHR cells, calcium flux fluo-8, FDSS agonist mode; activation, % at 2 µM; 360,000 compounds, 0.18% hits; AID 493084; also: 0% is about no effect
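In this calcium-flux screen, cells bearing human TRHR are dye-loaded with fluo-8, baselined for 10 cycles, then exposed to library compounds; positive kinetic calcium responses during the agonist phase mark hits, with TRH as control.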
* marks the source's active call; other numbers are inactive results; / = no result given; & = joins results of further samples. Rule as the data show it, unless noted: active = activation above about 30%; inactive = the rest. An unsorted share of the library; 7.3% or so of the library scored in one or more.

A first look, 2 compounds:
SMILES	TRHR PAM	D2 antagonist	D2 PAM	RXFP1 antagonist	D2 ag	D1 agonist	D1 PAM	D1 antag	TRHR agonist
Cc1ccc2nc(-c3ccccn3)cc(C(=O)N3CCN(c4ncccn4)CC3)c2c1	4.9	4.2	/	-5.4	1.8	1.9	-1.4	-7.3	1.8
O=C(NC(=S)NCc1ccccc1)c1cccc([N+](=O)[O-])c1	-1.0	/	-2.3	1.7	/	4.5	1.4	-14.0	-0.1

All compounds of this part, previewed entries included:
SMILES	TRHR PAM	D2 antagonist	D2 PAM	RXFP1 antagonist	D2 ag	D1 agonist	D1 PAM	D1 antag	TRHR agonist
Cc1ccc2nc(-c3ccccn3)cc(C(=O)N3CCN(c4ncccn4)CC3)c2c1	4.9	4.2	/	-5.4	1.8	1.9	-1.4	-7.3	1.8
O=C(NC(=S)NCc1ccccc1)c1cccc([N+](=O)[O-])c1	-1.0	/	-2.3	1.7	/	4.5	1.4	-14.0	-0.1
Cc1c2cnn(CC(=O)N3CCN(c4ccc(F)cc4)CC3)c(=O)c2c(C)n1Cc1ccc(F)cc1	-3.3	/	-3.4	-16.9	0.2	15.2	-3.4	10.2	1.1
CC(C)Oc1cccc(C(=O)C2CCCN(Cc3ccc4nonc4c3)C2)c1 (stereo not drawn)	-8.8	22.4	-5.1	-23.9	0.5	19.3	-2.8	-3.5	2.0
Cc1ccc(S(=O)(=O)NCCSc2nnnn2-c2ccccc2)cc1	1.7&3.6	-13.4	10.4&-15.1	-25.6	-0.3&0.3	0.3&-1.6	-3.3&-5.2	-0.8&-5.4	-1.7&-0.4
CCCOc1ccc(-c2nnn(CC(=O)c3ccc4c(c3)OCCO4)n2)cc1	6.5	10.5	11.6	-22.2	2.7	2.2	-2.9	11.0	1.5
COc1ccc(NC(=O)c2ccc(S(=O)(=O)N3CCOCC3)o2)cc1	4.9	-3.8	0.2	7.2	-0.7	1.6	-2.0	1.3	0.0
Cc1cccc2sc(NC(=O)C3CCCO3)nc12 (stereo not drawn)	-7.1	31.9*	-3.9	14.3	-0.2	0.4	-3.4	9.5	0.2
CCOC(=O)C1ON2CCCCC2C1(O)C(F)(F)F (stereo not drawn)	0.6	11.0	-1.6	4.8	0.5	2.9	-6.1	3.2	0.2
Nc1ccc2c(c1)C(=O)Cc1ccccc1S2	-0.8	3.8	2.5	-13.0	-0.8	2.6	-6.3	9.3	0.3
Cc1ccc(CNS(=O)(=O)c2ccc(-n3cnnn3)c(C)c2)cc1	-6.5	4.2	-7.5	15.3	-0.2	6.1	-7.2	-13.9	-1.0
O=C(COc1ccccc1[N+](=O)[O-])Nc1ccccc1N1CCCC1	0.9	4.0	3.0	-17.8	-1.0	4.3	-1.2	-4.0	-0.1
CC(=O)c1ccc(Oc2ncnc(N)c2[N+](=O)[O-])cc1	-4.5	-20.4	6.1	-2.1	0.5	0.2	-6.0	-9.3	0.6
COc1ccc(CN2CC(C(=O)NCCc3ccc(C)cc3)CC2=O)cc1 (stereo not drawn)	-1.2	27.5	8.1	13.6	0.5	0.4	-1.6	-47.4*	0.4
O=C(N=C1SC2CS(=O)(=O)CC2N1c1ccc(Cl)cc1Cl)C1CC1 (stereo not drawn)	1.6	14.4	0.5	6.6	0.0	1.7	4.1	3.9	0.3
CC(=O)C1=C(O)C(=O)N(c2nccs2)C1c1ccccc1F (stereo not drawn)	-1.1	4.0	0.1	-8.6	0.2	3.3	-5.8	4.9	0.2
O=C(OCCN=C1NS(=O)(=O)c2ccccc21)c1ccccc1	-4.1	-6.1	-7.5	0.0	0.0	1.2	-0.6	-3.8	-0.6
O=C1c2ccccc2-c2ccc(C(=O)N3CCCCC3)cc21	-4.0	3.6	0.9	-10.8	0.6	0.9	0.5	-19.8	-0.2
COc1cc(C)ccc1N(CCCN1C(=O)c2cccc3cccc(c23)C1=O)C(=O)c1cccs1	0.8	/	11.2	-11.0	/	2.5	-5.4	1.8	0.7
Cn1c(CCN2CCN(c3ccccn3)CC2)nc2cc(NS(=O)(=O)c3ccccc3)ccc21	-1.9	/	/	-8.1	/	6.8	-12.7	-32.0*	0.1
COc1ccc(/C=C/C(=O)O/N=C(\N)c2cccnc2)cc1OC	6.2	-6.4	-2.6	-2.0	-2.2	1.9	-3.0	6.9	0.3
CCc1ccc(C(=O)C(C)OC(=O)c2nc3nc(C)cc(C)n3n2)cc1 (stereo not drawn)	-3.0	/	/	-0.5	/	1.1	-5.2	3.3	0.2
COc1cc([N+](=O)[O-])ccc1NC(=S)NCc1ccccn1	-1.1	4.1	-16.0	9.2	-0.3	2.1	-12.5	5.6	1.5
COc1ccc(-c2cc(-c3ccc(C)cc3)nc3c2COc2ccccc2-3)cc1	-0.8	/	-2.8	/	-0.1	0.6	0.3	7.8	0.1
COc1ccc(Cl)cc1NC(=O)CN(c1cccc(C)c1C)S(=O)(=O)c1ccccc1	-3.6	/	-11.2	/	0.7	9.2	-0.2	-2.5	1.4
CCOC(=O)c1sc2nc(CC(=O)OC)nc(N(C)CCc3ccccn3)c2c1C	1.3	-23.2	/	0.0	0.5	0.1	-7.6	-30.3*	-0.1
O=C(NCCCN1CCN(Cc2ccccc2)CC1)C1CCN(S(=O)(=O)N2CCC3(CC2)OCCO3)CC1	-7.3	/	/	1.7	/	-2.9	-1.8	16.7	-0.3
Cc1cccc(OCc2nnc(SCC(=O)Nc3cccc(C(=O)N4CCOCC4)c3)n2C)c1C	3.5	-3.2	-8.2	-3.7	2.1	1.8	-2.1	-41.7*	-0.1
CCO/C=C1\C(=O)N(CC)c2ccccc21	-2.5	-12.9	-10.0	-4.0	0.4	-2.4	0.7	3.8	-0.2
O=C1Cc2ccccc2Sc2cc(OCCCN3CCCCC3)ccc21	4.4	-6.4	-30.9	-17.8	1.7	13.6	-9.9	-9.3	2.1
O=C(Oc1cccc(C(=S)N2CCCCC2)c1)c1ccccc1	4.2	-6.2	1.4	-21.6	-2.2	11.5	0.3	-16.9	0.8
COc1cccc(-c2nc3c(c(C)nn3-c3ccccc3)c3cc(OC)c(OC)cc23)c1	-1.8	/	9.6	-13.8	2.2	1.2	-2.0	-5.1	0.4
CCCCNc1ccc(C(CC(N)=O)NC(=O)Cc2ccc(Br)cc2)cc1[N+](=O)[O-] (stereo not drawn)	-0.5	20.1	-5.1	/	1.2	6.1	-3.8	-10.4	0.7
CCn1c2ccccc2c2cc(NC(=O)N3CCOCC3)ccc21	3.5	10.6	-9.1	-5.8	0.7	7.1	1.1	-18.0	0.4
Cc1sc2ncnc(Sc3ccccc3C(=O)Nc3ccc(Br)cc3)c2c1C	0.0	12.3	8.5	5.4	0.5	7.2	18.5	15.9	0.6
CC(=O)Nc1ccc(S(=O)(=O)NCCC(=O)OCc2nnc(-c3ccccc3)o2)cc1	1.5	0.7	1.0	2.5	-0.5	1.4	-8.3	-24.4	0.2
CC(C)(C)c1cc(C(F)(F)F)nc(SCCCNC(=O)c2ccco2)n1	14.4	35.6*	13.2	-21.2	-1.3	18.6	-3.2	-38.3*	0.0
CCOc1ccc(/C=N/N2C(=O)C(CC(=O)Nc3ccc(F)cc3F)SC2=NC)cc1OC (stereo not drawn)	7.6	-8.1	-3.5	2.2	-0.4	1.7	-12.1	-4.5	0.4
O=C(c1ccccc1)c1ccccc1C(=O)N1CCN(C(=O)c2ccccc2)CC1	-0.1	/	/	-27.1	/	-0.6	-1.1	-6.4	0.5
C=CCn1c(Sc2ncc([N+](=O)[O-])s2)n[nH]c1=O	-6.2	-23.8	-3.5	-80.4*	-0.3	1.1	-4.1	3.2	-0.2
Cc1cccc(N2CCN(S(=O)(=O)c3ccc4c(c3)OCCO4)CC2)c1C	-3.0	-2.9	-12.2	-14.5	0.8	4.3	-8.7	-0.6	0.8
S=C(Nc1ccc(Cl)cc1Cl)Nn1cnnc1	-0.1	/	/	5.4	/	2.3	5.5	3.6	0.3
Cc1csc(NC(=O)C2CCCCN2S(=O)(=O)c2ccccc2)n1 (stereo not drawn)	3.5	1.7	4.2	-7.4	0.4	1.4	-0.1	-5.4	-0.3
CCCNc1nc(Nc2ccc(C)c(Cl)c2)c2cnn(C)c2n1	-2.3	-6.2	1.2	-5.3	-0.3	6.5	-6.0	2.0	0.1
CCCCC1=CC2=CC(=O)C(C)(OC(=O)CCc3ccccc3)C(=O)C2=CO1 (stereo not drawn)	-4.3	29.9	4.5	/	0.1	5.6	-2.2	12.1	1.4
Cn1c(NCc2ccccc2)cc(=O)n(C)c1=O	3.5	9.4	4.1	-2.1	0.7	-0.2	-3.4	-12.0	0.3
Cc1cc(C)n2nc(SC(C)C(=O)NC3CCCCC3C)nc2n1 (stereo not drawn)	-2.2	-0.8	-3.8	0.5	-0.1	0.3	2.1	4.7	0.1
CCn1nc(C(=O)OCC(=O)N2CCc3ccccc32)c2ccccc2c1=O	-3.7	22.5	-5.3	3.8	-0.7	-3.6	7.2	29.0	-1.3
O=C(CSc1nnc(Nc2ccccc2)s1)NC1CC1	12.7	-4.0	-8.9	0.6	-0.2	0.3	-0.4	14.5	0.0
COc1ccccc1NC(=O)C(C)NS(=O)(=O)c1ccc(Cl)cc1 (stereo not drawn)	-10.4	17.6	2.4	2.5	-0.1	0.1	2.9	5.7	-0.1
COC(=O)[C@@]1(Cc2ccc(F)cc2)[C@H]2c3cc(C(=O)N4CCCC4)n(CCc4ccccn4)c3C[C@H]2CN1C(=O)c1ccccc1	-12.5	-10.0	9.5	/	8.0	27.9	-5.2	13.2	6.5
CCOC(=O)c1c(NC(=O)COC(=O)c2ccncc2)sc(C)c1C	2.6	-2.2	6.2	-12.9	1.0	0.1	4.2	7.8	-1.3
N#CCC(=O)N/N=C\c1ccc(OC/C=C/c2ccccc2)cc1	4.9	3.0	4.9	-5.7	0.6	2.7	0.4	-0.4	1.3
CCCCC1=CC2=C(c3ccco3)C(=O)C(C)(OC(=O)c3ccc(OC)cc3)C(=O)C2=CN1CCCN(CC)CC (stereo not drawn)	0.1	7.4	-4.4	/	0.0	3.3	-2.2	-10.5	0.3
CCOc1ccc(C(O)Cc2nc3ccccc3n2C)cc1 (stereo not drawn)	-4.3	11.8	14.0	-16.2	0.5	-1.1	0.8	-6.2	0.1
Cc1ccc(C(c2sc3nc(-c4ccco4)nn3c2O)N2CCC3(CC2)OCCO3)cc1 (stereo not drawn)	-3.3	/	11.0	-0.2	0.0	-4.8	-0.8	/	-0.3
COC(=O)c1c(NC(C)=O)csc1C	1.8	1.4	-5.7	-3.3	1.0	0.4	-2.6	-1.8	0.5

Arranged by the number under D1 PAM (lowest first): 4 from the list above
compound	TRHR PAM	D2 antagonist	D2 PAM	RXFP1 antagonist	D1 agonist	D1 PAM	D1 antag	TRHR agonist
CC(=O)C1=C(O)C(=O)N(c2nccs2)C1c1ccccc1F (stereo not drawn)	-1.1	4.0	0.1	-8.6	3.3	-5.8	4.9	0.2
Cc1c2cnn(CC(=O)N3CCN(c4ccc(F)cc4)CC3)c(=O)c2c(C)n1Cc1ccc(F)cc1	-3.3	/	-3.4	-16.9	15.2	-3.4	10.2	1.1
COc1ccc(-c2cc(-c3ccc(C)cc3)nc3c2COc2ccccc2-3)cc1	-0.8	/	-2.8	/	0.6	0.3	7.8	0.1
CCOc1ccc(C(O)Cc2nc3ccccc3n2C)cc1 (stereo not drawn)	-4.3	11.8	14.0	-16.2	-1.1	0.8	-6.2	0.1

High-throughput results from PubChem.
